Assay outcomes from PubChem BioAssay.
FXIa inh 1536: inhibitors of human coagulation factor XIa; purified FXIa, Boc-Glu-Ala-Arg-AMC fluorogenic substrate; inhibition, % at 5 µM; 220,000 tested, 0.14% active;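 active means inhibition of at least 40%; inactive means inhibition below 40%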;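 further: fluorescence of freed AMC excited at 355 nm; 0% = enzyme without compound and 100% = no enzyme blank; many of its hits are not listed in these tables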
FXIIa inh 1536: blocks human coagulation factor XIIa protease activity; P00748; purified FXIIa, Boc-QGR-AMC fluorogenic substrate, 2 h; inhibition, % at 5 µM; 220,000 tested, 0.3% active; in the data active means inhibition above about 40%;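 further: 0% = enzyme with no compound and 100% = blank without enzyme; many of its hits are not listed in these tables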
Target sequence (P00748 20-372 limits assumed): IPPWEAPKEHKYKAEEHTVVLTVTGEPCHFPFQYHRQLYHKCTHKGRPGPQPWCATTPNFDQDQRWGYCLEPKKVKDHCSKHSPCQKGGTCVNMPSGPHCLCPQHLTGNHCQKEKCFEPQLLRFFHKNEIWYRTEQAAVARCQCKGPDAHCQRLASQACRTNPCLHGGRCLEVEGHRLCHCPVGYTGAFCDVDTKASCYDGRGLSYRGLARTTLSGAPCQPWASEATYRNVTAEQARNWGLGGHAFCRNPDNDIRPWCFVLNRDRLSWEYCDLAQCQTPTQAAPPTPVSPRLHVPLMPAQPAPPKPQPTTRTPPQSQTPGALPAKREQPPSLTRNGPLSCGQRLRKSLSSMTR
Target sequence (P00748 373-615 limits assumed): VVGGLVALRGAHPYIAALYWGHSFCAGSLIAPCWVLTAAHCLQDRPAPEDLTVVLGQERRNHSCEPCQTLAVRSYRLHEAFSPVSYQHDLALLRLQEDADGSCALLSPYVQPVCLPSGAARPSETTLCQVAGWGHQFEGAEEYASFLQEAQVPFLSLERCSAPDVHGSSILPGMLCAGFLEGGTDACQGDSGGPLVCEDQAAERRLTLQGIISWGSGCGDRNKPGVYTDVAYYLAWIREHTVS
PPC-1+TRAIL kill: PPC-1 cancer cell killing with TRAIL present | PPC-1 cells + TRAIL, ATPLite viability luminescence | cell killing (% activity), % at 4 µM | 220,000 tested, 0.41% active;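 active means cell killing above 50% in the first pass at 4 µM, then a duplicate retest at 5 µM averaging 50% or more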;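 further: plate controls were cells with TRAIL plus DMSO for no effect and medium-only wells lacking cells for full effect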
L929 necroptosis: blocks zVAD induced death of L929 cells. L929 zVAD necroptosis rescue, ATP luminescence, 24 h; with zVAD 60 µM. viability rescue, % at 10 µM. 220,000 tested, 0.38% active;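 active means activation, scaled between plate controls, above about 75%, limit read from the data; inactive means activation under that limit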;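 further: 0% = zVAD with DMSO and 100% = DMSO alone without zVAD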
CHOP inhibitor: inhibitors of CHOP induction in ER stress response. CHO-K1 CHOP-promoter luciferase, tunicamycin-induced, 15-18 h. inhibition, % at 10 µM. 220,000 tested, 3.8% active. AID 2732;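 active means compounds that reduced the stress-induced luciferase reporter signal by more than about 70% of percent inhibition, limit read from the data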;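 further: 0% = tunicamycin plus vehicle and 100% = wells without tunicamycin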
PGE2 EP2 inh: EP2 receptor (human) inhibition. inhibition, % at 25 µM. 260,000 tested, 0.52% active. P43116. C6 glioma cells expressing human EP2, cAMP TR-FRET; cells stimulated with saturating PGE2;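 active means percent inhibition above 40 after rounding to a whole number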;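 further: rat C6 glioma host cells with rolipram phosphodiesterase inhibitor present; the protocol text gives 20 µM as final concentration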
Target sequence (P43116 whole entry, looked up): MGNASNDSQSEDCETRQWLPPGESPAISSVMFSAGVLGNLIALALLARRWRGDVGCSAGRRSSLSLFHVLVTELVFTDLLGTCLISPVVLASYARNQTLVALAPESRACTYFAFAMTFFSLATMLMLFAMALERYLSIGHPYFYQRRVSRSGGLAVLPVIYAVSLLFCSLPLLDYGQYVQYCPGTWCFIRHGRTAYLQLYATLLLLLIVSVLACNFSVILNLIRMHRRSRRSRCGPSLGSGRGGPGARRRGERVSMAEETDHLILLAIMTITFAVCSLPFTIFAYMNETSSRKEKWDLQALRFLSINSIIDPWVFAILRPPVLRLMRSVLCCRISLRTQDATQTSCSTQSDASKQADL
TbHK1 inh: T. brucei hexokinase 1 inhibition; inhibition, % at 10 µM; AID 1430; 220,000 tested, 0.11% active; recombinant TbHK1, G6PDH-coupled NADH A340;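 active means inhibition of 50% or more in the single-dose primary screen; inactive means inhibition below 50%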
TNF necrop inh: inhibitors of TNF-alpha induced necroptosis in Jurkat FADD-/- cells; 220,000 tested, 0.068% active; AID 463075; Jurkat FADD-/- TNF necroptosis rescue, ATP luminescence, 24 h; 0 = TNF only, 100 = no-TNF cells; activation (protection from cell death), % at 10 µM;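 active means activation, meaning protection from cell death, of at least 50% relative to plate controls; inactive means activation below 50%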;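 further: necroptosis triggered by 40 ng/mL TNF-alpha added together with compound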
Wee1 degr inh: human Wee1 degradation inhibition, primary screen | P30291 | HeLa Luc-Wee1K328M stability, luciferase luminescence; 100% = proteasome inhibitor MG132 effect | reporter increase, % at 5 µM | 220,000 tested, 1.2% active;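 active means activation above the mean of all tested compounds plus 3 SD, set per screening run, cut at about 8.8% in these data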;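 further: cells exposed to compound for 20 h before luminescence read; 0% = DMSO alone and 100% = MG132 at 30 µM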
* marks the source's active call; other numbers are inactive results. Some of the compounds tested; count on the stated rates, not on these rows.

Cc1cccc(N2CCN(C(=O)Cn3sc4nc(C)cc(C)c4c3=O)CC2C)c1 (stereo not given) was read as FXIa inh 1536 4, FXIIa inh 1536 15, PPC-1+TRAIL kill -3, L929 necroptosis 0.7, CHOP inhibitor 99*, PGE2 EP2 inh 121*, TbHK1 inh 4, TNF necrop inh -5.0 and Wee1 degr inh 2.
CN(Cc1nc2ccccc2c(=O)[nH]1)CC(O)COCc1ccco1 (stereo not given) was read as FXIa inh 1536 3, FXIIa inh 1536 18, PPC-1+TRAIL kill 16, L929 necroptosis 0.1, CHOP inhibitor 12, PGE2 EP2 inh 12, TbHK1 inh 2, TNF necrop inh -0.5 and Wee1 degr inh -2.
`CCOC(=O)c1cc(CC)sc1NC(=O)c1cc(OC)c(OC)c(OC)c1` gave FXIa inh 1536 -4, FXIIa inh 1536 11, PPC-1+TRAIL kill -5, L929 necroptosis 0.2, CHOP inhibitor 90*, PGE2 EP2 inh 10, TbHK1 inh -29, TNF necrop inh -2.2 and Wee1 degr inh 0.
Screening CC1(C(=O)O)CCC(C(=O)Nc2ccc3ccccc3c2)C1(C)C (stereo not given) returned FXIa inh 1536 -2, FXIIa inh 1536 -7, PPC-1+TRAIL kill 25, L929 necroptosis -0.3, CHOP inhibitor -9, PGE2 EP2 inh 6, TbHK1 inh -3, TNF necrop inh -0.8 and Wee1 degr inh -1.
`Cc1ccc(C(C(=O)NCc2ccco2)N(C(=O)CNC(=O)c2cccs2)c2c(C)cccc2C)cc1` (stereo not given) gave FXIa inh 1536 2, FXIIa inh 1536 4, PPC-1+TRAIL kill -3, L929 necroptosis -0.2, CHOP inhibitor 101*, PGE2 EP2 inh 7, TbHK1 inh 5, TNF necrop inh 0.8 and Wee1 degr inh -2.
Screening COCCn1c(=N)c(C(=O)NCCc2ccccc2)cc2c(=O)n3cccc(C)c3nc21 returned L929 necroptosis -0.6, PGE2 EP2 inh 21, TbHK1 inh -4, TNF necrop inh 1.1 and Wee1 degr inh -2.
COc1cccc(-n2c(-c3ccco3)nc3nc4ccccc4nc32)c1 was read as FXIa inh 1536 5, FXIIa inh 1536 8, PPC-1+TRAIL kill 14, CHOP inhibitor 2, PGE2 EP2 inh 6, TbHK1 inh -2, TNF necrop inh -0.9 and Wee1 degr inh -2.
Screening O=C(CNC(=O)c1cccs1)N/N=C/c1ccc(O)cc1O returned FXIa inh 1536 -1, FXIIa inh 1536 6, L929 necroptosis 1.3, CHOP inhibitor 13, PGE2 EP2 inh 8, TbHK1 inh -33, TNF necrop inh -1.9 and Wee1 degr inh -2.
Screening Cc1ccc(NC(=O)c2cc(NC(=O)c3ccco3)ccc2N2CCOCC2)cc1 returned FXIa inh 1536 3, FXIIa inh 1536 4, PPC-1+TRAIL kill 33, L929 necroptosis 4.3, CHOP inhibitor 42, PGE2 EP2 inh 17, TbHK1 inh -6, TNF necrop inh 1.7 and Wee1 degr inh -2.
O=C1NCCCc2nc(Oc3ccccc3)sc21 was read as FXIa inh 1536 4, FXIIa inh 1536 17, PPC-1+TRAIL kill -6, L929 necroptosis -0.2, CHOP inhibitor 26, PGE2 EP2 inh 6, TbHK1 inh 6, TNF necrop inh -1.9 and Wee1 degr inh -2.
For COC(=O)c1ccccc1NC(=O)COC(=O)[C@H](C)NC(N)=O the results were FXIa inh 1536 -4, FXIIa inh 1536 -3, PPC-1+TRAIL kill 10, L929 necroptosis 0.9, CHOP inhibitor 0, PGE2 EP2 inh 6, TbHK1 inh -4, TNF necrop inh 1.5 and Wee1 degr inh -3.
`Cc1c(C#N)c2ncn(CC#N)c(=O)c2n1-c1ccccc1` gave FXIa inh 1536 4, FXIIa inh 1536 8, PPC-1+TRAIL kill 1, L929 necroptosis -0.2, CHOP inhibitor 2, PGE2 EP2 inh 9, TbHK1 inh 2, TNF necrop inh -3.3 and Wee1 degr inh 3.
Cc1cccc(NC(=O)c2nc[nH]c2C(=O)N[C@@H](Cc2ccccc2)C(=O)OC(C)(C)C)c1 was read as FXIa inh 1536 0, FXIIa inh 1536 7, PPC-1+TRAIL kill 8, L929 necroptosis 0.8, CHOP inhibitor 74*, PGE2 EP2 inh 15, TbHK1 inh -30 and TNF necrop inh 1.9.
Screening On1c(-c2ccccc2)nc2ccccc21 returned FXIa inh 1536 -2, FXIIa inh 1536 6, PPC-1+TRAIL kill 4, L929 necroptosis 0.6, CHOP inhibitor -9, PGE2 EP2 inh 3, TbHK1 inh -1, TNF necrop inh 0.3 and Wee1 degr inh -1.
`CC(=O)Nc1n[nH]c(-c2ccc(C)cc2)c1C` gave FXIa inh 1536 -2, FXIIa inh 1536 7, PPC-1+TRAIL kill -3, L929 necroptosis 0.0, CHOP inhibitor 3, PGE2 EP2 inh 3, TbHK1 inh -2, TNF necrop inh 0.1 and Wee1 degr inh 1.

Brought forward from above: two entries; new compounds follow.
Screening On1c(-c2ccccc2)nc2ccccc21 returned FXIa inh 1536 -2, FXIIa inh 1536 6, PPC-1+TRAIL kill 4, L929 necroptosis 0.6, CHOP inhibitor -9, PGE2 EP2 inh 3, TbHK1 inh -1, TNF necrop inh 0.3 and Wee1 degr inh -1.
`CC(=O)Nc1n[nH]c(-c2ccc(C)cc2)c1C` gave FXIa inh 1536 -2, FXIIa inh 1536 7, PPC-1+TRAIL kill -3, L929 necroptosis 0.0, CHOP inhibitor 3, PGE2 EP2 inh 3, TbHK1 inh -2, TNF necrop inh 0.1 and Wee1 degr inh 1.
COP1(=O)C[C@@H](O)[C@@H](O)[C@@H](COCc2ccccc2)O1 (stereo not given in full) was read as FXIa inh 1536 -1, FXIIa inh 1536 6, PPC-1+TRAIL kill 26, L929 necroptosis 0.6, CHOP inhibitor -8, PGE2 EP2 inh 1, TbHK1 inh -5 and TNF necrop inh -1.2.
`O=C(NCc1nnc(SCC(=O)N2CCc3ccccc32)o1)c1ccco1` gave FXIa inh 1536 -1, FXIIa inh 1536 9, PPC-1+TRAIL kill 10, L929 necroptosis -1.5, CHOP inhibitor 12, PGE2 EP2 inh 7, TbHK1 inh -1, TNF necrop inh 0.0 and Wee1 degr inh -1.
For CCC(C)(C(=O)NC1CCCCC1)N(C(=O)CNC(=O)c1ccccc1)c1c(C)n(C)n(-c2ccccc2)c1=O (stereo not given) the results were FXIa inh 1536 5, FXIIa inh 1536 -1, PPC-1+TRAIL kill 9, L929 necroptosis 1.9, CHOP inhibitor 2, PGE2 EP2 inh 7, TbHK1 inh 0, TNF necrop inh -0.6 and Wee1 degr inh 2.
COc1ccc(-c2noc(COc3ccc4ccccc4c3Br)n2)cc1OC was read as FXIa inh 1536 1, FXIIa inh 1536 5, PPC-1+TRAIL kill 0, L929 necroptosis 0.0, CHOP inhibitor 25, PGE2 EP2 inh 14, TbHK1 inh -8, TNF necrop inh 0.3 and Wee1 degr inh -2.
For COc1ccc(OC)c(S(=O)(=O)N2CCN(c3ccccn3)CC2)c1 the results were FXIa inh 1536 -9, FXIIa inh 1536 9, PPC-1+TRAIL kill 17, L929 necroptosis 0.1, CHOP inhibitor 10, PGE2 EP2 inh 10, TbHK1 inh -3, TNF necrop inh -0.1 and Wee1 degr inh -1.
CC(=O)N(C)c1ccc(NC(=O)Nc2ccc(C)cc2)cc1 was read as FXIa inh 1536 -4, FXIIa inh 1536 7, PPC-1+TRAIL kill 26, L929 necroptosis 77*, CHOP inhibitor 10, PGE2 EP2 inh 10, TbHK1 inh 7, TNF necrop inh -1.3 and Wee1 degr inh 4.
Screening O=C1CC(c2ccc3c(c2)OCO3)Sc2nc3ccccc3n21 (stereo not given) returned FXIa inh 1536 -2, FXIIa inh 1536 12, PPC-1+TRAIL kill -8, L929 necroptosis -0.2, CHOP inhibitor 40, TbHK1 inh 0, TNF necrop inh -1.0 and Wee1 degr inh 4.
CCCCCOC(=O)NC1CCS(=O)(=O)C1 (stereo not given) was read as FXIa inh 1536 1, FXIIa inh 1536 10, PPC-1+TRAIL kill 0, L929 necroptosis 3.3, CHOP inhibitor 3, PGE2 EP2 inh 5, TbHK1 inh -3, TNF necrop inh 0.0 and Wee1 degr inh 0.
Screening CCOc1cc(/C=C2\CCC/C(=C\c3cc(Cl)c(O)c(OCC)c3)C2=O)cc(Cl)c1O returned FXIa inh 1536 -2, FXIIa inh 1536 8, PPC-1+TRAIL kill 20, L929 necroptosis 25, CHOP inhibitor 93*, PGE2 EP2 inh 19, TbHK1 inh -18, TNF necrop inh -9.9 and Wee1 degr inh 1.
`Cc1cc(NC(=O)c2cc3ccccc3oc2=O)no1` gave FXIa inh 1536 2, FXIIa inh 1536 10, PPC-1+TRAIL kill 6, L929 necroptosis 0.1, CHOP inhibitor 24, TbHK1 inh -10, TNF necrop inh -2.2 and Wee1 degr inh 0.
Screening CN1CCN(C(=O)C2=C[C@@H](c3ccc(C(F)(F)F)cc3)C[C@@H](OCCCCO)O2)CC1 returned FXIa inh 1536 12, FXIIa inh 1536 12, PPC-1+TRAIL kill 11, L929 necroptosis -0.2, CHOP inhibitor -9, PGE2 EP2 inh 9, TbHK1 inh -11, TNF necrop inh 1.4 and Wee1 degr inh -1.
For O=C(O)c1ccccc1S the results were FXIa inh 1536 8, FXIIa inh 1536 17, PPC-1+TRAIL kill 15, L929 necroptosis 6.3, CHOP inhibitor 3, TbHK1 inh 0, TNF necrop inh 1.9 and Wee1 degr inh 12*.
Cc1noc(C)c1C(=O)N(C)Cc1ccccc1 was read as FXIa inh 1536 -6, FXIIa inh 1536 4, PPC-1+TRAIL kill -3, L929 necroptosis 0.6, CHOP inhibitor 17, PGE2 EP2 inh 4, TbHK1 inh -2, TNF necrop inh 5.0 and Wee1 degr inh 3.
`Cc1ccc(-n2nnnc2Sc2nc([N+](=O)[O-])nn2C)c(C)c1` gave L929 necroptosis 0.9, PGE2 EP2 inh 3, TbHK1 inh 4, TNF necrop inh 1.5 and Wee1 degr inh 2.
`O=C(CCc1nnc(CCc2ccccc2)o1)N1CCCC1c1nccs1` (stereo not given) gave FXIa inh 1536 5, FXIIa inh 1536 19, PPC-1+TRAIL kill -9, L929 necroptosis -0.3, CHOP inhibitor 10, PGE2 EP2 inh 9, TbHK1 inh -4, TNF necrop inh -0.7 and Wee1 degr inh -1.
COc1cc(/C=C/C(=O)OCc2c(C)noc2C)ccc1OC(F)F was read as FXIa inh 1536 39, FXIIa inh 1536 35, PPC-1+TRAIL kill 28, L929 necroptosis -0.1, CHOP inhibitor 4, PGE2 EP2 inh 83*, TbHK1 inh 5, TNF necrop inh 1.1 and Wee1 degr inh -4.
For CC1CN(C(=O)c2cccc(COc3ccccc3Cl)c2)CC(C)O1 (stereo not given) the results were FXIa inh 1536 3, PPC-1+TRAIL kill 3, L929 necroptosis -0.1, CHOP inhibitor -15, PGE2 EP2 inh 8, TbHK1 inh 12, TNF necrop inh 0.2 and Wee1 degr inh 3.
`O=c1[nH]c2ccc(S(=O)(=O)N3CCC(Cc4ccccc4)CC3)cc2o1` gave FXIa inh 1536 5, FXIIa inh 1536 15, PPC-1+TRAIL kill 6, L929 necroptosis 0.3, CHOP inhibitor 100*, PGE2 EP2 inh 14, TbHK1 inh 1, TNF necrop inh -3.5 and Wee1 degr inh -1.
Screening CC(C)=Cc1oc2ccc([N+](=O)[O-])cc2c1N1CC(C)OC(C)C1 (stereo not given) returned FXIa inh 1536 -3, FXIIa inh 1536 8, PPC-1+TRAIL kill 3, L929 necroptosis 0.6, CHOP inhibitor 68, PGE2 EP2 inh 9, TbHK1 inh -8, TNF necrop inh -0.7 and Wee1 degr inh -2.
Cc1ccc(NC(=O)Nc2nnc(-c3ccccc3F)s2)cc1 was read as FXIa inh 1536 -2, FXIIa inh 1536 -5, PPC-1+TRAIL kill 10, L929 necroptosis 4.4, CHOP inhibitor -10, PGE2 EP2 inh 6, TbHK1 inh -4, TNF necrop inh 2.4 and Wee1 degr inh -1.
